Bioassay records deposited in PubChem by Johns Hopkins Ion Channel Center.
TRPC4 PAM: positive allosteric modulators of TRPC4, primary screen, cell-based, mouse TRPC4beta, HEK293 mu-opioid, Fluo-4 calcium. Short transient receptor potential channel 4 (Mus musculus), Q9QUQ5. DAMGO EC20, Fluo-4 Ca2+ flux; hits give high values. B-score at 10 µM. actives 0.42% (n = 310,000);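 active = B-score of calcium response area above 5 SD of library B-scores, with initial fluorescence ratio within 5 SD of library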;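 note: B-score of integrated fluorescence ratio over time as area under calcium response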
TRPC4 inh: inhibitors of mouse TRPC4 channel, primary screen, Fluo4 calcium, HEK293 TRPC4beta/mu-opioid cells; Short transient receptor potential channel 4 (Mus musculus), Q9QUQ5; DAMGO-evoked Fluo4 calcium flux; hits give low values; B-score at 10 µM; actives 0.39% (n = 300,000);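 active = B-score over 3 SD under the library average, no early fluorescence shift, positive overall ratio signal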
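test system = HEK293 cells with stable TRPC4beta plus mu-opioid receptor expression | detection = Fluo4 Ca2+ flux fluorescence | read-out = integrated fluorescence ratio relative to baseline, converted to per-well B score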
TRPC6 inh: mouse TRPC6 channel inhibitors, primary screen, cell-based, HEK293, membrane potential dye; Short transient receptor potential channel 6 (Mus musculus), Q61143; B-score at 10 µM; actives 1.1% (n = 310,000); ACh-evoked depolarization; hits give low values;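 active = B-score under library mean minus 3 SD, initial fluorescence not abnormally high, positive integrated signal ratio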;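 note: B-score derived from integrated fluorescence ratio over the kinetic read; more negative B-score means stronger inhibition of depolarization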
MrgX1 ag: agonists of human MrgX1 receptor, primary screen, HEK293 cells, Fluo-4 calcium flux; Mas-related G-protein coupled receptor member X1 (Homo sapiens), Q96LB2; Fluo-4 calcium fluorescence, agonist mode; hits give high values; B-score at 10 µM; actives 0.44% (n = 310,000);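 active = calcium response B-score plate-corrected fluorescence ratio at least 3 library SD, with starting fluorescence B-score inside 5 SD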
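Material: MrgX1-expressing HEK293 cells; input: 15,000 cells per well; doses: test compound given as first of three sequential additions; schedule: overnight plating before 1 h dye loading; technique: Fluo-4 NW calcium-flux fluorescence, kinetic read; evaluation: baseline-normalised fluorescence change ratio, B-scored; control set: plate-wise positive and negative controls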
TRPC6 act: mouse TRPC6 channel activators, primary screen, cell-based, HEK293, membrane potential dye. AID 2550, 2010. B-score at 10 µM. HEK293-TRPC6 membrane potential dye fluorescence; hits give high values. Short transient receptor potential channel 6 (Mus musculus), Q61143. actives 0.13% (n = 310,000);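 active = B-score of the integrated fluorescence ratio above library mean plus 3 SD, and starting fluorescence ratio within library mean plus 5 SD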;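 note: higher score means more depolarization so channel activation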
MrgX1 antagonist: antagonists of human MrgX1 receptor, primary screen, HEK293 cells, Fluo-4 calcium flux. actives 1.3% (n = 310,000). AID 588676, 2011. BAM8-22 antagonism; hits give low values. B-score at 10 µM;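 active = calcium-response B-score plate-corrected more than 3 library SD below zero, starting fluorescence within 5 deviations, no agonist response on first addition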;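 note: peak minus trough fluorescence over baseline after final BAM8-22 challenge near maximal dose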
TMEM16A inh: TMEM16A chloride channel inhibitors, primary screen, cell-based, HTS | HEK293 TMEM16A/YFP iodide influx fluorescence, ionomycin | normalized B-score (activity score, 25-100; higher = stronger inhibition) at 10 µM | actives 1.2% (n = 310,000);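 active = ratio plate-corrected score three or more library SD toward inhibition, starting fluorescence score within five deviations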;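 note: score derived from kinetic fluorescence span divided by baseline fluorescence per well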
Target sequence (Q8BHY3 whole entry, looked up): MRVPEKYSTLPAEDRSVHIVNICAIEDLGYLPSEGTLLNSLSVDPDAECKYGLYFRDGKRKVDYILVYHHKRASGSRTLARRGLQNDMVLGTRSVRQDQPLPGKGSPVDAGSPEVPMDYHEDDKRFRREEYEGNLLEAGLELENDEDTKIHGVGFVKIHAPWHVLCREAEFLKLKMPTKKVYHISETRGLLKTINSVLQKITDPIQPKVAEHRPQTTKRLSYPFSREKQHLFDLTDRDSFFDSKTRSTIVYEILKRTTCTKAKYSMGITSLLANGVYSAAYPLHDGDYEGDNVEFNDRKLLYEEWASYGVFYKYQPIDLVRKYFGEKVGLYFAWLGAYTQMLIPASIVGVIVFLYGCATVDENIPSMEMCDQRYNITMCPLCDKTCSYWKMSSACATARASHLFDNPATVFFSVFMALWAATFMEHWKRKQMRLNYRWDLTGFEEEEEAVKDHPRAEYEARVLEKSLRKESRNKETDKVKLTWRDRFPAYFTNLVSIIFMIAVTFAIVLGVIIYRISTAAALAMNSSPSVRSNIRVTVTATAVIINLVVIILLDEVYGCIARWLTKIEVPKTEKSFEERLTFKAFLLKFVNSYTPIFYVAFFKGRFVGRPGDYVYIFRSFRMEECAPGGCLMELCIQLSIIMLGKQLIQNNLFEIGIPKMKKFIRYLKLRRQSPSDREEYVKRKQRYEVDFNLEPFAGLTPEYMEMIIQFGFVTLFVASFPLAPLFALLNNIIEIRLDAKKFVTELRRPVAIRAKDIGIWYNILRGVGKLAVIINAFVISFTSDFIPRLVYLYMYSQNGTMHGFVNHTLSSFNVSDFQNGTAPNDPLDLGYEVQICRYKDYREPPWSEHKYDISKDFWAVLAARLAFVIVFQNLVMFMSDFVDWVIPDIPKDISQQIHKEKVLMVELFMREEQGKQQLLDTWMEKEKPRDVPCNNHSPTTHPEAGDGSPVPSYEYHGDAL
TRPC4 agonist: activators of mouse TRPC4 channel, primary screen, Fluo4 calcium, HEK293 TRPC4beta/mu-opioid cells. AID 2237, 2010. B-score at 10 µM. Fluo4 calcium fluorescence; hits give high values. actives 0.49% (n = 310,000). Short transient receptor potential channel 4 (Mus musculus), Q9QUQ5;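 active = B-score above 5 SD of library B-scores, and initial fluorescence ratio not above library mean plus 5 SD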;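 note: positive B-score marks a calcium rise read as TRPC4 activation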
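System: HEK293 cells stably co-expressing mouse TRPC4beta and mu-opioid receptor; Schedule: Fluo4 dye loading 45 min at room temperature, 110 s recording; Detection: Fluo4 fluorescence, kinetic; Evaluation: B-scored integrated calcium fluorescence ratio; Controls: buffer (low) and maximal DAMGO (high).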
TMEM16A act: TMEM16A chloride channel activators or potentiators, primary screen, cell-based, HTS | HEK293 TMEM16A/YFP-H148Q/I152L, iodide quench fluorescence; hits give low values | B-score at 10 µM | actives 0.3% (n = 340,000) | AID 623877, 2012;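 active = fluorescence-ratio B-score plate-corrected deviation score at least 3 library SD below zero, with starting fluorescence score within 5 deviations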;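 note: channel opened by trigger with iodide after compound preincubation; score built on the fluorescence ratio of max minus min over baseline; more negative score means more quench and so TMEM16A activation or potentiation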
RGS4 block: RGS4 inhibitors, primary screen, cell-based, HEK293 M3R inducible RGS4, calcium flux. AID 463165, 2010. Fluo-4 calcium flux; hits give high values; triggered by carbachol at its EC20. actives 0.45% (n = 310,000). Regulator of G-protein signaling 4 (Homo sapiens), P49798. B-score at 10 µM;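 active = B-score, a plate-corrected calcium signal, over three deviations above library mean, with baseline fluorescence within five deviations of library mean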;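 note: RGS4 expression induced by doxycycline in cells with stable M3 receptor; B-score is computed from the integrated fluorescence ratio over baseline after carbachol; higher B-score means a larger calcium signal and so more RGS4 inhibition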
MrgX1 allo act: positive allosteric modulators of MrgX1, primary screen, HEK293 cells, Fluo-4 calcium flux | FDSS; hits give high values | B-score at 10 µM | actives 0.63% (n = 310,000);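 active = plate-corrected calcium response at least 3 library SD above typical, normal starting fluorescence, not activating the receptor alone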;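 note: compound read alongside a low EC10 to EC30 dose of BAM8-22 agonist; peak minus trough fluorescence over baseline measured at the second addition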
* marks the source's active call; other numbers are inactive results; i = inactive; nt = no result given.

Every second line gives: TRPC4 PAM, TRPC4 inh, TRPC6 inh, MrgX1 ag, TRPC6 act, MrgX1 antagonist, TMEM16A inh, TRPC4 agonist, TMEM16A act, RGS4 block, MrgX1 allo act
#1 Cc1ccccc1-c1nnn(Cc2ccc(F)cc2Cl)n1
    i, i, i, i, i, i, i, i, i, i, i
#2 COc1cc(CNC(C)(C)C)ccc1OCC(=O)NC(C)(C)C
    i, i, i, i, i, i, i, i, i, i, i
#3 Cc1ccc(-n2nc3c(c2NC(=O)c2cccs2)CS(=O)(=O)C3)cc1
    i, i, i, i, i, i, i, i, i, i, i
#4 O=C(CN1CCN(c2ccccn2)CC1)N1c2ccccc2CCc2ccccc21
    i, i, i, i, i, i, i, i, i, i, i
#5 O=C(CN1CCN(C(=O)C2CCCO2)CC1)Nc1ccc(Br)cc1 (stereo not given)
    i, i, i, i, i, i, i, i, i, i, i
#6 Cc1ccc(-c2csc(NC(=O)CSc3ncn(-c4ccccc4)n3)n2)cc1
    i, i, i, i, i, i, i, i, i, i, i
#7 COc1ccccc1NCC(=O)c1ccc(Cl)cc1
    i, i, i, i, i, i, i, i, i, i, i
#8 COC(=O)c1cc(CSc2nnc(NC3CCCCC3)s2)oc1C
    i, i, i, i, i, i, i, i, i, i, i
#9 c1ccn2c(Cc3nnc4ccccn34)nnc2c1
    i, i, i, i, i, -5.54*, i, i, i, i, i
#10 COC(=O)c1sc2ccccc2c1NC(=O)c1ccc(S(=O)(=O)N2CCCCC2)cc1
    i, i, i, i, i, i, i, i, i, i, i
#11 CCCCNC(=S)Nc1ccc(-c2nc3ccc(C)cc3s2)cc1
    i, i, i, i, i, i, i, i, i, i, i
#12 O=C(Oc1ccc(N(C(=O)c2ccncc2)S(=O)(=O)c2ccc(Cl)cc2)cc1)c1ccncc1
    i, i, i, i, i, i, i, i, i, i, i
#13 COc1ccccc1/C=C/C1=NC(=C\N(C)C)/C(=O)O1
    i, i, i, i, i, i, i, i, i, i, i
#14 O=C(Nc1ccc(F)cc1F)c1noc2c1CCC2
    i, i, i, i, i, i, i, i, i, i, i
#15 COc1ccc(NC(=O)Cn2nnc3ccccc32)c([N+](=O)[O-])c1
    i, i, i, i, i, i, i, i, i, i, i
#16 Cc1nc(-c2ccc(C(F)(F)F)cc2)sc1C(=O)NN
    i, i, i, i, i, i, i, i, i, i, i
#17 COc1ccc(NC(=O)Cn2nnc(C(=O)NCc3ccccc3)c2N)c(OC)c1
    i, i, i, i, i, i, i, i, i, i, i
#18 Cc1cc(C)nc(NS(=O)(=O)c2ccc(Br)cc2)n1
    i, i, i, i, i, i, i, i, i, i, i
#19 Fc1cccc(C2NC(=S)NC3=C2N2CCC3CC2)c1 (stereo not given)
    i, i, i, i, i, i, i, i, i, i, i
#20 CCOC(=O)c1sc(NC(=O)C(CC)OC(=O)c2ccco2)nc1C (stereo not given)
    i, i, i, i, i, i, i, i, i, i, i
#21 COc1cc(/C=C(\CC(=O)O)c2nc3ccccc3s2)cc(OC)c1O
    i, i, i, i, i, i, i, i, i, i, i
#22 Nc1c(C(=O)Nc2ccc3c(c2)OCCO3)nnn1Cc1cccc(Br)c1
    i, i, i, i, i, i, i, i, i, i, i
#23 Cn1c(CC2Sc3ccccc3NC2=O)nnc1SCC(=O)c1ccc(Cl)cc1 (stereo not given)
    i, i, i, i, i, i, i, i, i, i, i
#24 CC(C)(C)NC(=O)C1Cc2ccccc2CN1C(=O)Nc1cccc(Cl)c1 (stereo not given)
    i, i, i, i, i, i, i, i, i, i, i
#25 O=C(NCCCN1CCCC1)[C@H](CSCc1ccccc1)N1Cc2ccccc2C1=O
    i, i, i, i, i, i, i, i, i, i, i
#26 O=C(Oc1cccc(N2C(=O)C3C4c5ccccc5C(c5ccccc54)C3C2=O)c1)c1ccco1 (stereo not given)
    i, i, i, i, i, i, i, i, i, i, i
#27 CN(CC(=O)Nc1ccc(F)c(F)c1F)C1CCCCC1
    i, i, i, i, i, i, i, i, i, i, i
#28 O=c1[nH]c(Cc2ccccc2)nc2scc(-c3ccccc3)c12
    i, i, i, i, i, i, i, i, i, i, i
#29 Cc1ccc(CC2CC(=O)N(c3ccc4c(c3)OCCO4)C2=O)cc1 (stereo not given)
    i, i, i, i, i, i, i, i, i, i, i
#30 COC(=O)c1ccc(OC(=O)c2cccs2)cc1
    i, i, i, i, i, i, i, i, i, i, i
#31 COc1ccccc1C(=O)N/C(=C\c1cn(C)c2ccccc12)C(=O)N1CCCC1
    i, i, i, i, i, i, i, i, i, i, i
#32 CCOc1cc(/C=C(\C#N)C(=O)Nc2cccc(C(=O)O)c2)cc(Br)c1OC(=O)c1ccc(OC)cc1
    22*, i, i, i, i, -10.3*, 100*, i, i, i, i
#33 Cc1nc2c3cc(Cl)ccc3n(CCN3CCOCC3)c2s1
    i, i, i, i, i, i, i, i, i, i, i
#34 N#Cc1nnn(Cc2ccccc2)c1N
    i, i, i, i, i, i, i, i, i, i, i
#35 Cc1ccc(Cn2c(CN3CC(C)OC(C)C3)nc3c2c(=O)n(C)c(=O)n3C)cc1 (stereo not given)
    i, i, i, i, i, i, i, i, i, i, i
#36 N=c1n(CCN2CCOCC2)c2ccccc2n1CC(O)COc1ccccc1 (stereo not given)
    i, i, i, i, i, i, i, i, i, i, i
#37 COc1ccc(S(=O)(=O)N2CCN(c3ccc(F)cc3)CC2)cc1OC
    i, i, i, i, i, i, i, i, i, i, i
#38 CC(=O)c1ccc(N2CCN(C(=O)C3CCCN(S(=O)(=O)c4c(C)[nH]c(=O)[nH]c4=O)C3)CC2)cc1 (stereo not given)
    i, i, i, i, i, i, i, i, i, i, i
#39 CCOc1ccccc1N(CC(=O)Nc1cc(OC)ccc1OC)S(C)(=O)=O
    i, i, i, i, i, i, i, i, i, i, i
#40 COc1cc(C)c(S(=O)(=O)n2nnc3ccccc32)cc1C
    i, nt, i, i, i, i, i, i, i, i, i
#41 COc1cccc(NC(=S)NNC(=O)Cn2nc(C(F)F)cc2C(F)F)c1
    i, i, i, i, i, i, i, i, i, i, i
#42 Cc1csc(NC(=O)CCNC(=O)c2ccc([N+](=O)[O-])cc2)n1
    i, i, i, i, i, i, i, i, i, i, i
#43 Cc1cc(C)nc(SCC(=O)Nc2sc3c(c2C#N)CCC(C)C3)n1 (stereo not given)
    i, i, i, i, i, i, i, i, i, i, i
#44 O=C(NCC1CCN(Cc2ccc(Cl)cc2)CC1)C1CCCN(c2ncnc3c2nc2n3CCCCC2)C1 (stereo not given)
    i, i, i, i, i, i, i, i, i, i, i
#45 CC(Sc1nc(-c2ccccc2)cc(C(F)(F)F)n1)C(=O)Nc1ccc2c(c1)OCO2 (stereo not given)
    i, i, i, i, i, i, i, i, i, i, i
#46 CCOC(=O)c1sc(Nc2nc3c(OC)cccc3s2)cc1C
    i, i, i, i, i, i, i, i, i, i, i
#47 Cc1c(C(=O)N2CCC(C)CC2)oc2ccc(S(=O)(=O)N3CCC4(CC3)OCCO4)cc12
    i, i, i, i, i, i, i, i, i, i, i
#48 O=C(CCS(=O)(=O)c1ccc2c(c1)NC(=O)CS2)NCCc1ccccc1
    i, i, i, i, i, i, i, i, i, i, i
#49 Cc1n[nH]c(=O)c2c(NC(=O)CSc3ccc(Br)cc3)oc(C)c12
    i, i, i, i, i, i, i, i, i, i, i
#50 COc1ccc(C2=NN(C(=O)CSC3=NN4CCCC(=O)N=C4S3)C(c3cccc(OC)c3OC)C2)cc1 (stereo not given)
    i, i, i, i, i, i, i, i, i, i, i
#51 COc1ccc(-c2cc3ccccc3oc2=O)cc1NC(=S)NC(=O)c1ccc2c(c1)OCCO2
    i, nt, i, i, i, i, i, i, i, i, i
#52 Cc1c(NC(=O)CN2CCC(C(N)=O)CC2)cccc1[N+](=O)[O-]
    i, i, i, i, i, i, i, i, i, i, i
#53 CC1(C)CC(=O)C2=C(C1)NC(=O)CC2c1cc(F)ccc1F (stereo not given)
    i, i, i, i, i, i, i, i, i, i, i
#54 C#CCN(C(=O)c1cc(COc2cccc(C(F)(F)F)c2)on1)C1CCCCC1
    i, i, i, i, i, i, 100*, i, i, i, i
#55 Cc1cccc(CN2CCN(CC(=O)NCc3ccc(F)cc3)C2=O)c1
    i, i, i, i, i, i, i, i, i, i, i
#56 Cc1ccc(NC(=O)Nc2ccno2)cc1
    i, i, i, i, i, i, i, i, i, i, i
#57 O=C(Nc1nnc(COc2ccc(F)cc2)s1)c1ccco1
    i, i, i, i, i, i, i, i, i, i, i
#58 COc1ccccc1CN1CC(C(=O)N(C)Cc2ccncc2C)CCC1=O (stereo not given)
    i, i, i, i, i, i, i, i, i, i, i
#59 C=CCc1cccc2cc(C(=O)OCC)c(=O)oc12
    i, i, i, i, i, i, i, i, i, i, i
#60 CCCCN1C(=S)NC[C@@H]1C(C)CC (stereo not given in full)
    i, i, i, i, i, i, i, i, i, i, i
#61 CC(CNc1nc2ccc(Cl)cc2n2cnnc12)c1ccccc1 (stereo not given)
    i, i, i, i, i, i, i, i, i, i, i
#62 CCOC(=O)Cn1c(=O)oc2cc(S(=O)(=O)Nc3ccc(N(CC)CC)cc3C)ccc21
    i, i, i, i, i, i, i, i, i, i, i
